From PubChem
RGS4-Gao reg: human RGS4-Galphao interaction regulation; 220,000 tested, 0.33% active; Multiplexed bead flow cytometry, RGS4-Galphao binding; actives lie on both sides; binding response (% of control), % at 10 µM; in the data active = binding response below about 49% or above about 150%; inactive = in between;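 also: fluorescent Galphao activated with aluminum fluoride binding bead-coupled RGS4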
Target sequence (P09471 whole entry, looked up): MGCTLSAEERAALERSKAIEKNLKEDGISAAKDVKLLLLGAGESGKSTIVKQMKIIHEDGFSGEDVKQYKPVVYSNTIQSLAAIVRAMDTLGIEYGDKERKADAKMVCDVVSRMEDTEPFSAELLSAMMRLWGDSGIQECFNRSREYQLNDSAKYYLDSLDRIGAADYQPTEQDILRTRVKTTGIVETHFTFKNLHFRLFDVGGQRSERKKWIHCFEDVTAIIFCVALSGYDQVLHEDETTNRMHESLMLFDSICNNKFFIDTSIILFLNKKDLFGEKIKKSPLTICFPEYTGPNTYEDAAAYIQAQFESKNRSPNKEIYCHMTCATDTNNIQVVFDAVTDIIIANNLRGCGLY
Bcl-W Bim block: inhibitors of Bim-Bcl-W interaction, human; Q92843; bead-based flow cytometry, Bim peptide-Bcl-W binding; inhibition, % at 10 µM; 190,000 tested, 0.02% active; AID 952;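 also: 0% = bound tracer without compound and 100% = peptide blocker; higher means less fluorescent Bim peptide bound to Bcl-W beads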
Target sequence (Q92843 whole entry, looked up): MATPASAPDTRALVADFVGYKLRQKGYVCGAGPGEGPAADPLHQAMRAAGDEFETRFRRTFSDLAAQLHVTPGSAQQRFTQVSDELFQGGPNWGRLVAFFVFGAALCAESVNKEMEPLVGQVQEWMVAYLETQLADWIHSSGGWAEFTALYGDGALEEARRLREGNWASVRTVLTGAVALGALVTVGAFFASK
Bfl-1 Bim block: human Bim-Bfl-1 interaction inhibition | inhibition, % at 10 µM | 190,000 tested, 0.12% active | Bead-based flow cytometry, Bim-Bfl-1 binding inhibition;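 also: 0% = wells without compound plus tracer and 100% = blocker peptide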
Mcl1 Noxa PPI: disrupts binding of human Mcl-1 to Noxa peptide | TR-FRET Mcl-1/Noxa peptide binding, 2 h | inhibition, % at 21.7 µM | 220,000 tested, 1.5% active | AID 1022 | Q07820;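 active = compounds that cut the protein-peptide binding signal by more than 50% relative to plate controls in a single-dose test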;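 also: His-tagged Mcl-1 with rhodamine Noxa BH3 peptide and terbium anti-His antibody; 0% = Mcl-1 plus Noxa peptide wells and 100% = peptide-only wells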
Bim-Bcl-B: inhibitors of Bim-Bcl-B interaction, human. Q9HD36. bead-based flow cytometry, Bim peptide-Bcl-B binding. inhibition, % at 10 µM. 190,000 tested, 0.073% active;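 also: 0% = tracer peptide without compound and 100% = reference inhibitor peptide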
Target sequence (Q9HD36 whole entry, looked up): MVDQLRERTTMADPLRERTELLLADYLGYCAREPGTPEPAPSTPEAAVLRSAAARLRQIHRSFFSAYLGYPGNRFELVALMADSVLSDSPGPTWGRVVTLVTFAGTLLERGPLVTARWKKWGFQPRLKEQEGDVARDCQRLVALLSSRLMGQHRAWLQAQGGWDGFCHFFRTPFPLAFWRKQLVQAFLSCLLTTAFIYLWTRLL
RGS7-Gao reg: modulates binding of RGS7 to human Galphao; P09471; binding response (% of control), % at 10 µM; 220,000 tested, 0.35% active; Multiplexed bead flow cytometry; actives lie on both sides; AID 1439; in the data active = binding response below about 49% or above about 150%; inconclusive = no clear call, values can overlap the other calls; inactive = in between;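 also: fluorescent Galphao held in activated GDP-AlF4 state binding bead-coupled RGS7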
Mcl1-Bid inh: Mcl-1/Bid interaction inhibition | Q07820 | 220,000 tested, 0.97% active | TR-FRET Mcl-1/Bid-Dy647 peptide binding, 1536-well | inhibition, % at 21.7 µM | AID 1021;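 active = compounds that cut the binding signal by more than half at the single screening dose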;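 also: His-tagged Mcl-1 with europium anti-His antibody binding Bid BH3 peptide; 0% = Mcl-1 plus peptide wells and 100% = peptide-only wells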
RGS8-Gao: regulators of human RGS8-Galphao interaction; response (percent of control binding), % at 10 µM; AID 1423; 220,000 tested, 0.34% active; multiplexed bead flow cytometry, RGS8-Galphao binding; actives lie on both sides; in the data active = response below about 60% or above about 140%; inactive = in between;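 also: Galphao activated as the GDP aluminium fluoride complex binding bead-coupled RGS8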
Bim-Mcl-1: human Bim-Mcl-1 interaction inhibition; Q07820; Bead-based flow cytometry, Bim peptide-Mcl-1 binding; inhibition, % at 10 µM; 190,000 tested, 0.1% active; AID 1009;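 also: 0% = no compound tracer wells and 100% = peptide blocker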
Bcl-2 Bim block: disrupts Bim peptide binding to human Bcl-2 | P10415 | Bead-based flow cytometry, Bim peptide-Bcl-2 binding | inhibition, % at 10 µM | 190,000 tested, 0.06% active; in the data active = inhibition above about 40%; inconclusive = no clear call, values can overlap the other calls;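 also: 0% = no compound wells with probe peptide and 100% = reference peptide inhibitor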
Bcl-XL Bim block: human Bim-Bcl-XL interaction inhibition | Bim peptide-Bcl-XL binding, bead flow cytometry, fluorescence | inhibition, % at 10 µM | 190,000 tested, 0.04% active | AID 1007
Target sequence (Q07817 whole entry, looked up): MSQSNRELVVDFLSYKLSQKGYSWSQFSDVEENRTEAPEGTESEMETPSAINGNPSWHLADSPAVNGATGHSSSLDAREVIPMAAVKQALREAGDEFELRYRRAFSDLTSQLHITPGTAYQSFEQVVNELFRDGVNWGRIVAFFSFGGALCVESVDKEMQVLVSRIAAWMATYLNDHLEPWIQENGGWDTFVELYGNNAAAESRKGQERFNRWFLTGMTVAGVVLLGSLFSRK
* hit, by the source's call; ? = inconclusive; . = not tested or not shown. Rule as the data show it, unless noted: active = inhibition above about 40%.

SMILES	RGS4-Gao reg	Bcl-W Bim block	Bfl-1 Bim block	Mcl1 Noxa PPI	Bim-Bcl-B	RGS7-Gao reg	Mcl1-Bid inh	RGS8-Gao	Bim-Mcl-1	Bcl-2 Bim block	Bcl-XL Bim block
Oc1ccc(N2CCN(c3ncnc4sc(-c5ccccc5)cc34)CC2)cc1	92	7	32	87*	0	103	15	91	2	14	4
O=C(NCCN1C(=O)S/C(=C\c2ccc(Cl)c(Cl)c2)C1=O)C1COc2ccccc2O1 (centres undefined)	103	1	-2	-5	-3	103	-43	101	0	1	-2
CC(=O)N1CCN(c2ccc([N+](=O)[O-])c(NCC3CCCO3)c2)CC1 (centres undefined)	110	3	-10	5	-7	113	-31	109	-1	-7	-3
O=C(c1ccc(F)cc1)N1CCCCC(Sc2nnnn2-c2ccccc2)C1=O (centres undefined)	106	0	-9	12	-9	107	0	104	-1	-8	-19
O=C(OCc1ccc([N+](=O)[O-])cc1)C1CC(=O)N(c2ccccc2)C1 (centres undefined)	94	0	-5	-9	-2	94	-26	98	6	0	0
C/C(=N\NC(=O)Cn1c(C)nc2ccccc21)c1cccs1	103	-1	0	3	-2	99	-37	107	0	0	1
S=C(Nc1ccccc1Cl)N1CCCCC1	102	-5	-12	8	-12	98	-41	100	-3	-3	-6
O=C(CN1CCN(c2ncccn2)CC1)N1CCc2ccccc21	100	-8	-6	-1	-11	100	-1	100	-7	-10	-12
Cn1c(=O)c2c(ncn2CC(=O)NCc2cccnc2)n(C)c1=O	103	3	-11	-5	-5	97	-27	102	4	-4	0
O=C(CN1CCN(c2ccccc2)CC1)Nc1ccccc1Cl	104	-3	-5	13	-3	109	-24	107	-2	0	0
OCCC1CN(Cc2cnc(-c3ccccc3)s2)CCN1Cc1ccccc1 (centres undefined)	96	0	-4	0	-3	98	-32	100	-2	-1	-3
O=C(NCc1ccccn1)Nc1ccc(F)cc1	98	0	-16	10	-5	100	-13	101	0	-4	-1
CCOC(=O)c1csc(NNC=O)n1	100	-3	1	4	-4	102	-72	98	1	0	-2
O=C(N=c1ccn(-c2nc3ccccc3nc2NS(=O)(=O)c2ccc(Cl)cc2)cc1)c1ccccc1Cl	108	.	.	-170	.	?	-6	102	.	.	.
COc1ccc(NC(=O)Cc2c(F)cccc2Cl)cc1	103	-1	-6	9	-1	99	-13	105	2	-4	-3
Cc1ccc(CNC(=O)c2nn(C)c(C)c2[N+](=O)[O-])cc1	85	0	-1	8	-5	86	6	102	0	-1	-4
C=C(C)C(=O)OCC(=O)NCc1ccccc1	100	0	-4	-12	-1	100	-21	98	0	1	0
Cc1cccc(NC(=O)CS(=O)(=O)c2c[nH]c3ccccc23)c1C	98	-2	-4	21	-2	98	-2	101	-2	-3	0
CC1CN(CCCCOc2ccc(C(C)C)cc2)CC(C)O1 (centres undefined)	106	-1	-18	22	-8	101	36	104	-6	-10	-6
COc1ccccc1NC(=O)N1CCN(Cc2ccc3c(c2)OCO3)CC1	100	.	.	7	.	?	-6	102	.	.	.
CC1=C(C(=O)OCc2ccc3c(c2)OCO3)C(c2ccccc2)NC(=O)N1 (centres undefined)	98	-4	-3	-8	-3	95	-8	99	-2	-3	-5
Cc1ccc(-c2csc(NC(=O)c3ccc4c(=O)n5c(nc4c3)CCCCC5)n2)cc1	99	-3	-2	-1	-5	96	-6	97	-2	-1	0
Cc1ccc(CSC2=CS(=O)(=O)c3ccccc3N2)cc1	98	-5	-3	6	-4	99	3	100	-1	-8	-3
CC1(C)CC(=O)c2cn3nc(C(F)(F)F)nc3nc2C1	95	0	-8	7	-6	94	-2	98	-1	-7	-5
S=C(NCCCN1CCOCC1)N1CCN(c2nc(-c3ccc(Cl)cc3)cs2)CC1	104	1	4	12	-14	104	-29	103	10	1	2

The last 4 entries of the part before open the next one.
SMILES	RGS4-Gao reg	Bcl-W Bim block	Bfl-1 Bim block	Mcl1 Noxa PPI	Bim-Bcl-B	RGS7-Gao reg	Mcl1-Bid inh	RGS8-Gao	Bim-Mcl-1	Bcl-2 Bim block	Bcl-XL Bim block
Cc1ccc(-c2csc(NC(=O)c3ccc4c(=O)n5c(nc4c3)CCCCC5)n2)cc1	99	-3	-2	-1	-5	96	-6	97	-2	-1	0
Cc1ccc(CSC2=CS(=O)(=O)c3ccccc3N2)cc1	98	-5	-3	6	-4	99	3	100	-1	-8	-3
CC1(C)CC(=O)c2cn3nc(C(F)(F)F)nc3nc2C1	95	0	-8	7	-6	94	-2	98	-1	-7	-5
S=C(NCCCN1CCOCC1)N1CCN(c2nc(-c3ccc(Cl)cc3)cs2)CC1	104	1	4	12	-14	104	-29	103	10	1	2
CCCN1C(=O)C(Cc2nc3ccccc3c(=O)n2-c2ccccc2)c2cc(C)ccc21 (centres undefined)	96	-2	0	7	-4	102	-3	96	-2	-2	-5
COC(=O)Cn1c(CN2CCOCC2)nc2c1c(=O)[nH]c(=O)n2C	96	-1	-13	7	-6	99	-7	104	0	-9	-1
CCOc1ccc(NC(=O)c2c3c(nc4ccccc24)CCC3)cc1	94	0	-3	14	-2	?	-34	95	0	0	1
CCOC(=O)CN1C(=O)C(O)(CC(=O)c2ccc3c(c2)CCCC3)c2ccccc21 (centres undefined)	104	5	4	-4	4	102	13	110	3	4	-1
CCCCCOC(=O)CSc1nnc(-c2ccccc2)c(=O)[nH]1	99	-1	-5	14	0	100	-6	101	0	0	-2
Cn1ncc2c(Nc3ccccc3Cl)nc(Nc3ccccc3Cl)nc21	102	.	.	6	.	?	8	102	.	.	.
COCCSc1ccccc1C(=O)N1CCC(Cc2ccccc2)CC1	88	0	-4	23	-3	106	-13	98	1	0	-1
O=C(CSc1nnnn1C1CCCCC1)N1c2ccccc2Sc2ccccc21	110	-3	-8	-3	-11	114	-5	104	-2	-8	-1
O=c1[nH]c2ccccc2nc1NCCN1CCOCC1	102	0	-3	10	1	102	-19	102	-1	0	0
NS(=O)(=O)c1ccc(NC(=O)C2Cc3ccccc3C(=O)O2)cc1 (centres undefined)	105	-6	-6	-24	-9	107	-17	109	0	-3	-2
O=C(c1oc2ccccc2c1N1CCCCC1)N1CCCCC1	101	0	3	26	-5	99	-33	98	-4	1	-3
CCOC(=O)c1c(NC(=O)CSc2nnc3ccccn23)sc2c1CCC2	97	-1	0	12	0	97	-3	100	-1	2	-3
COC(=O)c1cc(NC(=O)N2c3ccccc3Sc3ccccc32)cc(C(=O)OC)c1	104	7	-8	-26	-10	99	-20	102	1	-3	0
CC(C)(C)c1ccc(OCC(=O)N(c2ccccn2)C2CCCCC2)cc1	99	-3	-3	0	-5	96	-7	90	-4	-4	-4
O=C(NC(=S)N1CCN(C/C=C/c2ccccc2)CC1)c1ccc(F)cc1	101	.	.	0	.	?	-21	98	.	.	.
O=C(c1cc(-c2ccccn2)nc2ccc(Br)cc12)N1CCN(S(=O)(=O)c2ccccc2)CC1	100	-3	2	-7	0	?	-35	101	-3	2	-2
COC(=O)c1ccccc1NC(=O)c1ccc(NS(C)(=O)=O)cc1	100	3	-8	4	-2	100	-3	103	1	-1	3
NC(=O)C1CCN(C(=O)CN(c2cccc(C(F)(F)F)c2)S(=O)(=O)c2ccccc2)CC1	100	2	-13	9	-8	97	-24	102	1	-2	-4
COc1ccnc(Oc2ccc(F)cc2)c1C(=O)N/C=N/OCc1ccc(Cl)cc1Cl	97	0	0	10	0	98	16	100	0	1	-1
COC(=O)c1cc(NC(=O)c2ccccc2)c(=O)oc1C	103	-2	-5	-19	-6	?	-37	101	-2	-3	-2
O=C(NCCCN1CCOCC1)c1ccc(NC(=O)C2COc3ccccc3O2)cc1 (centres undefined)	101	-3	-5	8	-6	102	-15	102	-5	-4	-3
Cc1cc(C)nc(SCc2nnc(SCC(=O)Nc3c(C)cccc3C)o2)n1	100	0	-3	7	-3	99	-6	101	-2	-13	-2
Cc1oc(S(=O)(=O)N2CCOCC2)cc1C(=O)Nc1ccc(Cl)cc1	103	.	.	3	.	?	2	101	.	.	.
COc1ccc(OCCSc2nc(C)c(Cc3ccccc3)c(=O)[nH]2)cc1	101	-2	-6	12	-6	102	1	102	1	0	-2
CCN(CC)S(=O)(=O)c1ccc(Cl)c(C(=O)Nc2cc(C)nn2-c2ccccc2C(F)(F)F)c1	102	-11	-16	9	-15	103	1	99	-9	-12	-14
Carrying on.
SMILES	RGS4-Gao reg	Bcl-W Bim block	Bfl-1 Bim block	Mcl1 Noxa PPI	Bim-Bcl-B	RGS7-Gao reg	Mcl1-Bid inh	RGS8-Gao	Bim-Mcl-1	Bcl-2 Bim block	Bcl-XL Bim block
Cc1sc(-c2ccncc2)nc1OC(=O)c1cc(Cl)cc(Cl)c1	102	0	-18	32	-7	102	-3	104	-3	-11	-3
FC(F)C(F)(F)c1cc(-c2ccccc2)n[nH]1	90	.	.	-8	.	?	-21	94	.	.	.
CN(Cc1ccccc1)S(=O)(=O)c1ccc(Cl)nc1	98	3	-6	19	-1	99	2	98	0	0	-2
CCOc1ccc(CNC(=O)c2ccc(Sc3ccc(Cl)cc3)c(NC(C)=O)c2)cc1OC	106	-3	-13	24	-7	105	15	102	-2	-5	-7
O=C(NCc1cn(-c2ccccc2)nc1-c1ccccc1)c1cc([N+](=O)[O-])cc([N+](=O)[O-])c1	106	4	2	-2	-3	95	-15	96	-4	-2	-3
Cc1ccc(C(=O)COC(=O)CNC(=O)c2ccco2)cc1	105	1	-1	-13	0	108	15	101	1	4	1
COc1ccc(CN(C)Cc2nc3cc(OC)c(OC)cc3c(=O)[nH]2)c(OC)c1	102	0	-7	12	0	?	-15	99	0	-2	-2
Cn1c(SCC(=O)Nc2ccccc2)nnc1-c1ccc2nonc2c1	100	.	.	-9	.	?	-5	101	.	.	.
Cc1cc(C)nc(NS(=O)(=O)c2ccc(NC(=O)c3cc(-c4ccccc4)nc4ccccc34)cc2)n1	103	1	0	-12	0	99	1	103	2	-3	-4
Cc1ccc(CNC(=O)C2CC(c3cccc([N+](=O)[O-])c3)=NO2)cc1 (centres undefined)	97	2	-11	-6	-7	100	-2	101	0	-3	0
O=C(NNC1=NC2(CCCC2)Cc2ccccc21)c1ccncc1	100	-1	7	3	1	103	-5	98	0	3	-5
CC(=O)Oc1ccc(-n2c(=O)c3ccccc3c3ccccc3c2=O)cc1	105	0	8	-6	3	101	-2	105	2	4	2
CC(=O)c1cn(Cc2ccccc2)c(=O)n(Cc2ccc(F)cc2)c1=O	99	0	-7	7	-7	?	-10	97	0	0	-4
Cc1cnc(C(=O)OCC(=O)NC(C)CCc2ccccc2)cn1 (centres undefined)	102	-3	-8	4	-3	101	-5	104	0	-6	-4
CCNc1nc(NCC)nc(N/N=C/c2ccc(O)c(O)c2)n1	101	3	-1	54*	-3	?	-45	98	2	2	0
Cc1cc(-n2c(C)cc(C(=O)CSc3ccc4c(c3)OCCO4)c2C)no1	98	0	-10	-1	-11	97	-17	103	-1	-9	-4
CCOC(=O)c1cc(=O)[nH]c2ccccc12	99	0	-6	-15	-1	102	-8	102	-1	1	0
CN(CC(=O)Nc1ccc(F)c(F)c1F)c1cnccn1	102	-3	-3	-10	-4	103	-113	105	-2	0	-3
C=C(C)COc1ccc(-c2nc(N)nc(C)c2Oc2ccccc2OC)c(O)c1	101	4	-10	-20	-1	106	-10	101	5	-2	1
Cc1nn(Cc2cccc(F)c2)c(C)c1NC(=O)c1ccc(COc2ccccc2Cl)cc1	109	1	-13	-3	-9	110	-19	103	0	-6	-3
